# ABCB1 block = blocks JC-1 efflux by human ABCB1 transporter; P08183; CCRF-Adr cells, flow cytometry; inhibition, % at 6.6 µM; hit rate 0.067% among 190,000; AID 1326; in the data active = inhibition above about 40%;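 also: 0% = vehicle and 100% = reference inhibitor; higher value means more JC-1 retained so stronger ABCB1 efflux block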
# RGS8-Gao reg = human RGS8-Galphao interaction regulation; P09471; hit rate 0.34% among 220,000; AID 1423; multiplexed bead flow cytometry, RGS8-Galphao binding; actives lie on both sides; response (percent of control binding), % at 10 µM; in the data active = response below about 60% or above about 140%; inactive = in between;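 also: Galphao activated as the GDP aluminium fluoride complex binding bead-coupled RGS8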
# ABCG2 inh = inhibitors of human ABCG2 transporter, ABCB1 counter-screen | Q9UNQ0 | IgMXP3 cells, JC-1 efflux, flow cytometry | inhibition, % at 6.6 µM | hit rate 0.1% among 190,000 | AID 1325;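 active = inhibition above 80%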;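 also: 0% = DMSO and 100% = nicardipine control wells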
# Target sequence (Q9UNQ0 whole entry, looked up): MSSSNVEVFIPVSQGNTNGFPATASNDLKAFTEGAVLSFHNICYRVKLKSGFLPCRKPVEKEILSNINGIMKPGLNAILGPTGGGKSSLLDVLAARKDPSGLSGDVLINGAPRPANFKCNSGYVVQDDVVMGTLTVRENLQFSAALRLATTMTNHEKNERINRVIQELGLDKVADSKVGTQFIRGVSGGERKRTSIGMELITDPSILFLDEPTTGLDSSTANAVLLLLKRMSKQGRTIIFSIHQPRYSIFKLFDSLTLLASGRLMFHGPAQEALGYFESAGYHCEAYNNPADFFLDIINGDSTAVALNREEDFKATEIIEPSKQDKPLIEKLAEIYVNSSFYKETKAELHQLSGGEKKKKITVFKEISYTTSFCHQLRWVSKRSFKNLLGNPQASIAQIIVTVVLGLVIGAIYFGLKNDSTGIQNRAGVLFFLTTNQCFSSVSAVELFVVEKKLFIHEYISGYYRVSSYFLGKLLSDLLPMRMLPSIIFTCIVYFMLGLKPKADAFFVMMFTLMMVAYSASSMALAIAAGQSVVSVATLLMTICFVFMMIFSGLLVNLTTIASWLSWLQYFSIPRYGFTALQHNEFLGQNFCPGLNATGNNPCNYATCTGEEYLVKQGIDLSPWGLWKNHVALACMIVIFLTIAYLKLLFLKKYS
#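 material = IgMXP3 (ABCG2) plus far-red-tagged CCRF-Adr (ABCB1) cells | amount = 3 million cells/mL, equal mix of both lines | also added = JC-1 transporter substrate | dosing = one concentration, 6.6 µM final | schedule = 10 min at 25 °C | measured by = flow cytometric JC-1 green MFI at 530 nm | read-out basis = percent efflux inhibition, scaled nicardipine 100% to DMSO 0%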
# RGS7-Gao = modulates binding of RGS7 to human Galphao; hit rate 0.35% among 220,000; AID 1439; binding response (% of control), % at 10 µM; Multiplexed bead flow cytometry; actives lie on both sides; in the data active = binding response below about 49% or above about 150%; inconclusive = no clear call, values can overlap the other calls; inactive = in between;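 also: fluorescent Galphao held in activated GDP-AlF4 state binding bead-coupled RGS7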
# RGS4-Gao reg = modulates binding of RGS4 to human Galphao; P09471; Multiplexed bead flow cytometry; actives lie on both sides; binding response (% of control), % at 10 µM; hit rate 0.33% among 220,000; in the data active = binding response below about 49% or above about 150%; inactive = in between;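 also: fluorescent Galphao activated with aluminum fluoride binding bead-coupled RGS4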
# Bim-Mcl-1 = inhibitors of Bim-Mcl-1 interaction, human; hit rate 0.1% among 190,000; Q07820; inhibition, % at 10 µM; Bead-based flow cytometry, Bim peptide-Mcl-1 binding; AID 1009;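 also: 0% = no compound tracer wells and 100% = peptide blocker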
# Bim-Bcl-XL = inhibitors of Bim-Bcl-XL interaction, human | hit rate 0.04% among 190,000 | Bim peptide-Bcl-XL binding, bead flow cytometry, fluorescence | Q07817 | inhibition, % at 10 µM
# Bim-Bcl-W = inhibitors of Bim-Bcl-W interaction, human | Q92843 | hit rate 0.02% among 190,000 | inhibition, % at 10 µM | bead-based flow cytometry, Bim peptide-Bcl-W binding;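 also: 0% = bound tracer without compound and 100% = peptide blocker; higher means less fluorescent Bim peptide bound to Bcl-W beads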
# Target sequence (Q92843 whole entry, looked up): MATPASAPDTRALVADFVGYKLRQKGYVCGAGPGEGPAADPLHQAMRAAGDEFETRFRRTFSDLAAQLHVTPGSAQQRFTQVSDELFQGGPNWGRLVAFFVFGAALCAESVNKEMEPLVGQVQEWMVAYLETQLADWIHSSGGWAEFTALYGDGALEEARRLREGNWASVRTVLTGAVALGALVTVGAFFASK
# Bim-Bcl-2 = inhibitors of Bim-Bcl-2 interaction, human; hit rate 0.06% among 190,000; P10415; Bead-based flow cytometry, Bim peptide-Bcl-2 binding; inhibition, % at 10 µM; in the data active = inhibition above about 40%; inconclusive = no clear call, values can overlap the other calls;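 also: 0% = no compound wells with probe peptide and 100% = reference peptide inhibitor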
# Bfl-1 Bim block = inhibitors of Bim-Bfl-1 interaction, human; AID 1008; inhibition, % at 10 µM; hit rate 0.12% among 190,000; Q16548; Bead-based flow cytometry, Bim-Bfl-1 binding inhibition;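 also: 0% = wells without compound plus tracer and 100% = blocker peptide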
# Bcl-B Bim block = disrupts Bim peptide binding to human Bcl-B | Q9HD36 | hit rate 0.073% among 190,000 | inhibition, % at 10 µM | bead-based flow cytometry | AID 951;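 also: 0% = tracer peptide without compound and 100% = reference inhibitor peptide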
# Target sequence (Q9HD36 whole entry, looked up): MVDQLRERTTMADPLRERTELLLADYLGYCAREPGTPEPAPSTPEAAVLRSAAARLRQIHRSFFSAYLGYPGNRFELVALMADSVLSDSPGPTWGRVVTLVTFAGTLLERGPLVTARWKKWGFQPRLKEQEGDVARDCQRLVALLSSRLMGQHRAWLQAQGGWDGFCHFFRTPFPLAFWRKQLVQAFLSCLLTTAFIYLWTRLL
# * hit, by the source's call; u = inconclusive; x = no result given; [ ] = remark or other dose. Rule as the data show it, unless noted: active = inhibition above about 40%.
cpd	smiles	ABCB1 block	RGS8-Gao reg	ABCG2 inh	RGS7-Gao	RGS4-Gao reg	Bim-Mcl-1	Bim-Bcl-XL	Bim-Bcl-W	Bim-Bcl-2	Bfl-1 Bim block	Bcl-B Bim block
1	COc1cc(/C=N/N=C(\N)c2nonc2N)ccc1O	1.7	103	39	104	101	-2	-5	-2	-1	3	-1
2	OCCCN1CCN(CCOc2ccccc2-c2ccccc2)CC1	0.1	102	0	100	101	-1	-5	-2	1	0	-4
3	COCCOC(=O)C1=C(C)Nc2ncnn2C1c1ccccc1 (stereo not drawn)	0.6	99	3	90	94	-1	-11	1	-7	-12	-7
4	CC1Cc2ccccc2N1C(=O)CN1C(=O)CN(C)C(=O)c2ccccc21 (stereo not drawn)	0.2	93	0	94	95	3	-2	1	-5	-11	-6
5	CC(=O)NCCn1c(SCc2cc(=O)n3cc(Cl)ccc3n2)nc2ccccc2c1=O	1.7	97	4	96	91	-3	-7	-3	-3	-5	0
6	COc1ccccc1NC(=O)Cc1nnc(SCC(=O)Nc2ccccc2F)n1C	0.8	100	15	98	99	-1	-1	0	0	-4	-8
7	CCOc1cc(C2C3=C(CCCC3=O)N(C)C3=C2C(=O)CCC3)cc(Cl)c1O	1.7	99	9	98	100	0	-3	2	0	3	0
8	Fc1ccc(N/N=C/c2ccncc2)c(F)c1	1.6	117	40	106	104	-10	-4	-5	-10	-5	3
9	Cn1cnnc1SCC(=O)Nc1nc(-c2ccccc2)cs1	-3.1	100	7	103	101	-2	-2	-3	-3	-4	-2
10	O=C1CCCC2=C1C(c1ccccc1)CC(=O)N2c1ccc(F)cc1F (stereo not drawn)	0.5	102	1	103	99	-3	-4	-5	0	-3	-5
11	COc1cc(C(=O)Nc2ccc(NC(C)=O)cc2)ccc1OCc1ccccc1	-0.1	99	1	101	97	0	0	3	1	-3	0
12	COC(=O)c1ccc(NC(=O)CN2C(=O)CNC2=O)cc1	0.1	103	1	112	108	5	-2	4	-4	-6	-3
13	Cc1ccc(Cl)cc1N1CCN(C(=O)C2CCN(c3nnc(-n4cccc4)s3)CC2)CC1	-0.3	99	2	100	98	0	-4	0	-8	-12	-6
14	O=C(Nc1ccccc1N1CCCC1)c1ccc2c(c1)OCO2	0.5	99	1	101	98	-7	-3	3	-8	-7	-9
15	Cc1ccc(-n2ncc3c(NCc4ccccc4)ncnc32)cc1	-0.1	102	0	94	96	-5	-2	-3	-4	-3	-5
16	CCC(=O)N1N=C(c2ccccc2)CC1c1ccc([N+](=O)[O-])cc1 (stereo not drawn)	x	104	4	103	103	0	-4	0	0	0	-4
17	CCC(C)Sc1nc2c(c(=O)[nH]c(=O)n2C)n1CCc1ccccc1 (stereo not drawn)	1.1	95	9	102	85	2	-2	1	-1	-7	-3
18	CCOc1ccc(NC(=O)CCC(=O)NNC(=O)COc2ccccc2C)cc1	0.0	102	0	97	102	0	-1	0	-1	-1	-3
19	COc1ccc(S(=O)(=O)NN=C2CCCC2)cc1	0.4	102	1	105	105	-4	-13	-3	-13	-16	-9
20	O=C(Cc1cccs1)NNC(=S)NCc1ccc(Cl)cc1	0.1	102	0	96	96	2	-1	1	2	6	-10
21	CC1CN(S(=O)(=O)c2cccc(-c3csc(-c4ccccc4)n3)c2)CC(C)O1 (stereo not drawn)	-0.3	96	-1	100	97	-1	3	7	0	4	-2
22	CCOC(=O)C1CCCN(C(=O)c2cc(Nc3ccc(OC)c(OC)c3)nc3ccccc23)C1 (stereo not drawn)	1.6	104	4	99	102	0	-3	6	-4	-9	-4
23	Cc1ccc(S(=O)(=O)NCCCCCC(=O)Nc2cccc(C)c2)cc1	0.4	107	2	102	106	-6	-7	-3	-3	-3	-7
24	NC1=C([N+](=O)[O-])C(c2ccc(F)cc2)C2=C(CCCC2=O)O1 (stereo not drawn)	0.6	101	1	100	102	-1	-2	-1	0	1	0
25	O=Cc1c(NCc2ccco2)nc2ccccn2c1=O	0.5	101	4	99	98	0	-1	0	-1	-4	-3
26	Cc1cccc(N2CCN(C(=O)CCCn3c(=S)[nH]c4cc5c(cc4c3=O)OCO5)CC2)c1C	0.1	87	0	98	98	3	-2	-2	-2	3	-10
27	CCC(c1nnnn1CCOC)N1CCN(Cc2ccccc2)CC1 (stereo not drawn)	0.4	104	0	103	99	-2	-5	0	-9	-11	-7
28	C/C(=N/NC(=O)C1CC1(c1ccccc1)c1ccccc1)c1ccco1 (stereo not drawn)	1.3	96	7	97	96	-2	-5	-3	-5	-6	-4
29	COc1ccc(CN(C(=O)/C=C/C(=O)c2ccc(OC)cc2O)C(C(=O)NC2CCCCC2)c2ccncc2)cc1 (stereo not drawn)	12	101	7	104	102	-3	-6	-1	0	0	-3
30	Cc1c(NC(=O)c2c(N)sc3c2CCCC3)c(=O)n(-c2ccccc2)n1C	-0.1	79	-1	106	92	-3	0	8	7	22	-7

# (continued)
cpd	smiles	ABCB1 block	RGS8-Gao reg	ABCG2 inh	RGS7-Gao	RGS4-Gao reg	Bim-Mcl-1	Bim-Bcl-XL	Bim-Bcl-W	Bim-Bcl-2	Bfl-1 Bim block	Bcl-B Bim block
31	Cc1cccc(N2CCN(S(=O)(=O)c3ccc4c(c3)CCN4C(=O)CCC(=O)O)CC2C)c1 (stereo not drawn)	0.1	102	1	98	102	0	1	2	-4	-6	-4
32	Cc1nnc2sc(SCc3ccccc3)nn2c1=O	-1.6	99	-14	93	96	-2	-5	-7	-2	-1	-8
33	N#CC1(Cc2ccccc2)c2ccccc2C=CN1C(=O)c1ccccc1 (stereo not drawn)	1.5	102	6	101	101	0	-2	0	-4	-6	-3
34	CCOc1ccc(-c2cc(N)n(S(=O)(=O)c3ccc(OC)cc3)n2)cc1	0.3	101	0	104	105	-2	-6	2	-12	-10	-9
35	O=C(CN1CCC(Cc2ccccc2)CC1)NCCc1ccc(F)cc1	-0.4	101	-3	95	102	1	-1	0	4	-3	-1
36	O=C1CSC(c2cn(-c3ccccc3)nc2-c2cccs2)N1Cc1ccccc1 (stereo not drawn)	0.3	100	0	104	98	-5	-5	-3	-2	-2	-1
37	CCC(C)NC(=O)c1ccccc1NC(=O)C(C)N(c1ccccc1)S(C)(=O)=O (stereo not drawn)	-0.1	101	0	100	103	0	-1	0	2	2	0
38	CSc1ccc(/C=N/NC(=O)CN2CCN(Cc3ccccc3)CC2)cc1	0.1	127	18	107	108	0	-1	0	-8	-10	-6
39	Cn1c(N2CCCC2)nc2c1c(=O)n(Cc1ccc(F)cc1)c(=O)n2C	0.7	101	2	98	101	3	2	2	2	-2	0
40	COCCSc1ccccc1C(=O)N1CCCC(C)C1 (stereo not drawn)	0.9	101	3	u	102	-3	-5	-5	-8	-6	-10
41	C=CCN(Cc1cn(C)nc1-c1cccc(Cl)c1)C1CCS(=O)(=O)C1 (stereo not drawn)	1.2	96	4	94	95	1	-4	-4	-2	-6	-2
42	CCN(CC)C(=S)SC1CCCCN(C(=O)c2ccc(F)cc2)C1=O (stereo not drawn)	0.7	102	3	u	102	0	-1	-2	-3	-4	-3
43	CNC(=O)C(=O)NCC1OCCN1S(=O)(=O)c1ccc2c(c1)OCCO2 (stereo not drawn)	0.0	101	0	98	100	0	-1	-2	0	0	-3
44	Cc1cccc(C)c1NC(=S)N(Cc1ccccc1)Cc1cccnc1	0.6	101	3	97	99	0	0	0	0	-5	-2
45	COc1cc(C2c3c(oc4ccccc4c3=O)C(=O)N2c2ccc(C)cn2)ccc1O (stereo not drawn)	-0.6	103	-1	104	101	0	0	2	-10	-10	-7
46	CCOc1ccc(NC2CCN(C(C)=O)CC2)cc1	0.3	100	1	102	99	1	-2	1	-6	-6	-6
47	COc1ccc(C2=NOC(C(=O)Nc3cc(C)on3)C2)cc1 (stereo not drawn)	0.4	101	1	104	103	0	-4	1	-10	-11	-5
48	O=C(NCc1ccc2c(c1)OCO2)c1ccc(NS(=O)(=O)c2ccc3c(c2)OCCO3)cc1	-0.7	101	-5	104	101	-5	-10	-1	-12	-21	-11
49	Nc1ncnc(Nc2ccccn2)c1[N+](=O)[O-]	4.4	101	11	102	101	2	0	-2	2	0	1
50	Cc1nn(Cc2ccc(Cl)c(Cl)c2)c(C)c1NC(=O)c1cc(-c2ccc3c(c2)OCO3)on1	1.2	99	12	99	101	0	-1	0	2	0	3
51	COc1cccc(NC(=O)CS(=O)(=O)c2cn(CC(=O)N3CCOCC3)c3ccccc23)c1	0.8	99	13	96	98	1	0	1	-2	-3	-2
52	CCS(=O)(=O)N1CCCC(C(=O)NCc2ccccc2Cl)C1 (stereo not drawn)	0.4	105	6	104	102	0	-1	2	-10	-12	-8
53	CCOc1ccc(CN2CCN(Cc3nc4c(s3)CCCC4)CC2CCO)cc1 (stereo not drawn)	0.9	96	3	93	97	-2	-1	-1	0	-1	-6
54	COc1ccc(Cl)cc1N(CC(=O)N(C)C)S(=O)(=O)c1ccc(C)c([N+](=O)[O-])c1	1.2	99	3	97	101	0	-1	-1	1	-3	-2
55	Cc1nnc(NC(=O)CSc2nnc(Cc3cccn3C)n2-c2cccc(C(F)(F)F)c2)s1	1.6	101	14	101	101	3	-4	2	-5	-6	-2
56	C[C@@H]1C[C@H](Nc2ccccc2)c2ccccc2N1C(=O)c1cccnc1	1.9	106	4	102	99	0	-2	0	-8	-10	-6
57	CCOc1ccc2ncc(C(=O)c3ccc(OC)cc3)c(N3CCN(CC)CC3)c2c1	20	123	26	309*[activator]	359*[activator]	-108	-56	-97	-181	-101	-327
58	O=C(O)C(NS(=O)(=O)c1ccc(F)cc1)c1ccccc1 (stereo not drawn)	0.3	99	-1	90	99	2	1	4	-3	-2	0

# Nothing new here: 3 of the compounds above.
cpd	smiles	ABCB1 block	RGS8-Gao reg	ABCG2 inh	RGS7-Gao	RGS4-Gao reg	Bim-Mcl-1	Bim-Bcl-XL	Bim-Bcl-W	Bim-Bcl-2	Bfl-1 Bim block	Bcl-B Bim block
38	CSc1ccc(/C=N/NC(=O)CN2CCN(Cc3ccccc3)CC2)cc1	0.1	127	18	107	108	0	-1	0	-8	-10	-6
39	Cn1c(N2CCCC2)nc2c1c(=O)n(Cc1ccc(F)cc1)c(=O)n2C	0.7	101	2	98	101	3	2	2	2	-2	0
40	COCCSc1ccccc1C(=O)N1CCCC(C)C1 (stereo not drawn)	0.9	101	3	u	102	-3	-5	-5	-8	-6	-10

# Quoted from the listing.
# Fc1ccc(N/N=C/c2ccncc2)c(F)c1 in RGS8-Gao reg reads 117
# Cn1c(N2CCCC2)nc2c1c(=O)n(Cc1ccc(F)cc1)c(=O)n2C in RGS7-Gao reads 98
# COc1ccc(Cl)cc1N(CC(=O)N(C)C)S(=O)(=O)c1ccc(C)c([N+](=O)[O-])c1 in Bcl-B Bim block reads -2
# COc1ccccc1NC(=O)Cc1nnc(SCC(=O)Nc2ccccc2F)n1C in RGS8-Gao reg reads 100

# An excerpt from above, limited to Bim-Bcl-2 and Bfl-1 Bim block.
No. | molecule | Bim-Bcl-2 | Bfl-1 Bim block
48 | O=C(NCc1ccc2c(c1)OCO2)c1ccc(NS(=O)(=O)c2ccc3c(c2)OCCO3)cc1 | -12 | -21
49 | Nc1ncnc(Nc2ccccn2)c1[N+](=O)[O-] | 2 | 0

# Compound activity from PubChem.
